# Screening data as filed in PubChem BioAssay.
# GPR151 ag: activates the human receptor GPR151; PathHunter beta-arrestin GPR151 cells, luminescence; Q8TDV0; 650,000 tested, 1% active; activation, % at 11.2 µM; in the data active means activation above about 4.9%;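 further: 0% = median of compound wells and 100% = cells with positive control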
# Target sequence (Q8TDV0 whole entry, looked up): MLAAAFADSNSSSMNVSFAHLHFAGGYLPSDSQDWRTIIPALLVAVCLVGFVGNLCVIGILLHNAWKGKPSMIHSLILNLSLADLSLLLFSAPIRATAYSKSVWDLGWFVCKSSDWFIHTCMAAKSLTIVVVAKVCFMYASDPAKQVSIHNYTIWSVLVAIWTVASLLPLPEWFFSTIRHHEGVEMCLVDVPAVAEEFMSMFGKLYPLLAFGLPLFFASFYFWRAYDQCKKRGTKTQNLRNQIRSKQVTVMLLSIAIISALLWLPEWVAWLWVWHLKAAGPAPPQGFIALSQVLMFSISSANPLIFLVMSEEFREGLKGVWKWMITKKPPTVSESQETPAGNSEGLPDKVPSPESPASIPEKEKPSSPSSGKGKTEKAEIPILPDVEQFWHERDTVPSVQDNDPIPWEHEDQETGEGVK
# FBW7 act: activators of human E3 ligase FBW7. AlphaScreen FBW7–phospho-cyclin E peptide binding, activator screen. Q969H0. normalized activity (activation), % at 26.1 µM. 650,000 tested, 0.13% active; in the data active means normalized activity above about 1.9%;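 further: purified mutant Fbw7 with reduced substrate affinity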
# Target sequence (Q969H0 whole entry, looked up): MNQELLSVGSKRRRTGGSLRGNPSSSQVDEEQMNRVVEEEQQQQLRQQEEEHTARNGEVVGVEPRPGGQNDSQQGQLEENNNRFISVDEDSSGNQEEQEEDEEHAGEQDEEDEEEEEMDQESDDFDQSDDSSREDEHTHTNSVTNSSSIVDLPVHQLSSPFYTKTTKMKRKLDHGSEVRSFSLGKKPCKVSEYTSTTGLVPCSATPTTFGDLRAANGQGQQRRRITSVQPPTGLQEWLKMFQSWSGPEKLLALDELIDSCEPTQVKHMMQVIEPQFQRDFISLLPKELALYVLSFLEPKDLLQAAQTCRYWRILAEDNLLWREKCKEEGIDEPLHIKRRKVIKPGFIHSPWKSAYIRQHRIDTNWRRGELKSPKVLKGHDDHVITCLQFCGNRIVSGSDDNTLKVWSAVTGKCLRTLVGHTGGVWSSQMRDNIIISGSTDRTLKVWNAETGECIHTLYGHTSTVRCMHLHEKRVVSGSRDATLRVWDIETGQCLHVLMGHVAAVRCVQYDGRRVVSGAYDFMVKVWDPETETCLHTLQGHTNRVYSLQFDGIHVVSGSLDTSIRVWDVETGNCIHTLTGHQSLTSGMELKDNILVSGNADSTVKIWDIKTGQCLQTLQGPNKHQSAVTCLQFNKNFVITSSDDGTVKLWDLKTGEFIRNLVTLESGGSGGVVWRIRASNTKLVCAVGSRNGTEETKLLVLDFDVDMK
# MITF primary: blocks human microphthalmia-associated transcription factor. O75030. AlphaScreen MITF homodimerization, bead proximity signal. inhibition, % at 2.6 µM. 650,000 tested, 0.91% active. AID 1259374; in the data active means inhibition above about 50%;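 further: 0% = vehicle wells with protein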
# TEAD-YAP block: TEAD-YAP interaction inhibition. AID 1259422. 640,000 tested, 1.4% active. inhibition, % at 9.12 µM. HEK-TIYL cells, TEAD-Gal4/YAP UAS-luciferase luminescence; in the data active means inhibition above about 32%;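 further: 0% = median of test compound wells and 100% = reference inhibitor wells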
# An asterisk follows results filed as active.
SMILES,GPR151 ag,FBW7 act,MITF primary,TEAD-YAP block
CC1CC(C)CN(S(=O)(=O)c2ccc(Sc3cccc(Cl)c3)c(C(=O)N(CCc3ccccc3)Cc3ccccc3)c2)C1 (stereo unspecified),2.6,0.2,8,2
CC1(C)Cc2c(sc(NC(=O)Cc3ccccc3)c2C#N)C(C)(C)N1,0.2,-0.2,-4,-7
NC1CCN(c2c(F)cc3c(=O)c(C(=O)O)cn(C4CC4)c3c2Cl)C1 (stereo unspecified),-1.0,0.1,15,-6
O=C(Nc1ccc(F)c(Cl)c1)c1cc(S(=O)(=O)NCc2ccco2)ccc1F,0.8,-0.1,-3,6
CCCCOC(=O)c1ccc(NC(=O)COc2ccc3c(C)cc(=O)oc3c2)cc1,0.3,0.0,-2,7
CCOc1ccc(C(=O)Nc2cc3nn(-c4ccc(C)cc4)nc3cc2C)cc1Cl,0.7,-0.1,2,-4
COc1ccc(C2C(C(C)=O)=C(O)C(=O)N2CCCN(C)C)cc1 (stereo unspecified),-0.6,0.7,-3,2
COc1ccc(NC(=O)CC2C(=O)N(c3cccc(Cl)c3)C(=S)N2Cc2cccs2)cc1 (stereo unspecified),0.4,0.1,-2,12
O=C(O)CCNC(=O)/C=C/c1ccccc1,0.3,0.0,8,6
CCOc1cc2[nH]c(=O)n(CCC(=O)NCCc3ccccc3)c(=O)c2cc1OCC,-0.7,1.2,2,9
Cc1cc(C)n(Cc2cccc(C(=O)N3CCc4nnc(C(C)C)n4CC3)c2)n1,-0.2,-0.1,-8,1
COc1cccc(OC)c1C(=O)NCCNc1nc(C2CC2)nc2sc(C)c(C)c12,1.9,0.0,-11,-4
Cc1cc(C)nc(/N=C(/N=C(\N)NC(=O)c2ccccc2)Nc2ccc(Cl)cc2)n1,0.2,-0.1,-9,-2
COC(=O)c1ccc(N2C(=O)CSC2c2ccc3c(c2)OCO3)cc1 (stereo unspecified),0.0,0.0,3,-5
Cc1cccc(Nc2nc(N)nc(CN3CCN(C)CC3)n2)c1,-2.0,0.0,1,-3
CN1CCN(S(=O)(=O)c2ccc(NC(=S)NC(=O)C3CCCC3)cc2)CC1,0.3,-0.1,-17,9
CCC(CC)NC(=O)c1ccc([N+](=O)[O-])c(C)c1,1.3,-0.1,-1,-1
COc1ccc(/C=C2\SC(=S)N(CC(=O)Nc3ccccc3O)C2=O)cc1OC,-1.1,0.8,20,3
O=C(Cc1ccccc1)Nc1nnc(Cc2ccc3c(c2)OCCO3)o1,-0.7,-0.1,1,-3
Cc1ccc(NC(=O)CCCCn2c(=O)[nH]c3ccsc3c2=O)cc1,0.2,-0.1,3,1
Cc1ccc(N(C(=O)C(C)Oc2ccccc2)C2C=CS(=O)(=O)C2)cc1C (stereo unspecified),1.9,-0.1,-4,-1
CC(C)C[C@@H]1NC(=O)[C@@H]2C[C@H](NC(=O)Nc3cccc(Cl)c3Cl)CN2C1=O,-0.3,0.0,15,9
CCOc1nc(-c2ccccc2O)nc2ccccc12,2.6,-0.1,5,-6
CCCn1c(SCC(=O)NC)nnc1C(C)C,-0.4,-0.1,0,6
O=C1Nc2cc(C(=O)N3CCN(c4ccccc4)CC3)ccc2NC1CSCc1cccc(F)c1 (stereo unspecified),1.1,0.0,2,1
COc1ccc(N2CCN(C(=O)CN3CCN(c4cc(Cl)ccc4C)CC3)CC2)cc1,7.2*,-0.2,-1,-3
Cc1cc(C)c2cc(C#N)c(SCC(=O)NC(C)(C)C)nc2c1,-1.8,0.0,-11,-12
COc1ccc2nc(SCC(=O)Nc3ccc(F)c(Cl)c3)[nH]c2c1,0.0,-0.1,10,1
Clc1ccc(CSc2nc3ccccc3c3nc(CCc4c[nH]c5ccccc45)nn23)cc1,-1.3,-0.1,-4,-10
CC(Cc1cccnc1)NC(=O)CCN1Cc2ccccc2OC(c2ccccc2)C1 (stereo unspecified),1.0,-0.4,17,-1
CCOc1ccc(C2NC(=S)NC(C)=C2C(=O)Nc2ccccc2OCC)cc1 (stereo unspecified),-1.6,0.1,-1,-4
COc1ccc(Cl)cc1C(=O)Nc1ccc(Nc2cc(-n3cccn3)ncn2)cc1,1.3,0.1,-5,0
O=C(Nn1c(C2CCCCC2)nc2ccccc2c1=O)c1ccccc1F,-0.7,-0.2,2,15
Cn1c(=O)c2c(nc(NC3CCCCC3)n2Cc2ccc(Cl)cc2)n(C)c1=O,1.3,0.0,8,6
Cc1cc(-c2n[nH]c(=S)n2Cc2ccco2)nn1C,-2.4,0.5,8,1
CCc1cc(OCCCNCCN2CCOCC2)ccc1Cl,-1.1,0.1,48,-7
CN1CCN(c2ncnc3c2c(-c2ccccc2)cn3-c2ccc(Br)cc2)CC1,0.5,-0.2,-3,-1
Cc1cc(C)cc(N(C(=O)C2CCCC2)C2C=CS(=O)(=O)C2)c1 (stereo unspecified),0.7,0.0,7,-2
CN(C)C=Nc1ccc(C(=O)/C=C/N(C)C)cc1,0.0,-0.1,3,-7
CCN(CC)C(=O)c1noc2c1COc1ccccc1-2,-1.2,0.1,11,-55

# Rewritten as labelled records: four of the compounds above
SMILES: CCOc1cc2[nH]c(=O)n(CCC(=O)NCCc3ccccc3)c(=O)c2cc1OCC
  GPR151 ag: -0.7 | FBW7 act: 1.2 | MITF primary: 2 | TEAD-YAP block: 9
SMILES: Cc1cc(C)n(Cc2cccc(C(=O)N3CCc4nnc(C(C)C)n4CC3)c2)n1
  GPR151 ag: -0.2 | FBW7 act: -0.1 | MITF primary: -8 | TEAD-YAP block: 1
SMILES: COc1cccc(OC)c1C(=O)NCCNc1nc(C2CC2)nc2sc(C)c(C)c12
  GPR151 ag: 1.9 | FBW7 act: 0.0 | MITF primary: -11 | TEAD-YAP block: -4
SMILES: Cc1cc(C)nc(/N=C(/N=C(\N)NC(=O)c2ccccc2)Nc2ccc(Cl)cc2)n1
  GPR151 ag: 0.2 | FBW7 act: -0.1 | MITF primary: -9 | TEAD-YAP block: -2

# Remaining list, next part:
SMILES,GPR151 ag,FBW7 act,MITF primary,TEAD-YAP block
Cc1c(N=Cc2c[nH]c3ccccc23)c(=O)n(-c2ccccc2)n1C,0.8,0.2,0,11
COc1ccc(/C=N/NC(=O)c2cc(O)c(O)c(O)c2)cc1Cn1cc([N+](=O)[O-])cn1,1.6,-0.2,73*,-4
O=c1c2ccccc2nc(-c2ccccc2F)n1Cc1ccccc1Cl,0.4,-0.1,0,-8
O=C(Nc1ccc(Cn2cncn2)cc1)c1cccc(-n2cc(Nc3nccn3-c3ccccc3)cn2)c1,-1.0,0.6,1,-4
COC(=O)C1Sc2[nH]c(=O)sc2C2c3ccccc3OC(=O)C12 (stereo unspecified),0.9,0.0,2,10
Cc1nccn1CC(O)COc1ccc(Cl)cc1Cl (stereo unspecified),-1.3,0.7,11,11
Fc1ccc(C2Oc3ccccc3C3=C2C(c2cccs2)n2ncnc2N3)cc1 (stereo unspecified),-0.3,0.0,7,0
Cc1nnc(N2C(=O)C(=O)/C(=C(/O)c3ccccc3)C2c2ccccc2F)s1 (stereo unspecified),-1.1,0.0,3,8
C=CCc1cccc2cc(C(=O)N3CCN(C(=O)c4ccccc4)CC3)c(=O)oc12,-0.5,-0.1,-9,-10
CC1=CC(=O)C(C(C)C)=C/C1=N\OC(=O)c1cccc2nc(C)oc12,1.0,-0.1,-2,-5
COc1ccccc1OCCSc1nc2ncnc(N)c2[nH]1,0.0,0.0,14,-4
O=C(O)Cc1ccc2ccccc2c1Br,2.0,0.0,-7,-14
O=[N+]([O-])c1cc(S(=O)(=O)N2CCCC2)ccc1N/N=C1/CCCc2ccccc21,0.5,-0.1,-6,4
NCCn1ncc2c(N3CCN(c4ccccc4)CC3)ncnc21,-1.7,-0.2,-10,-24
COc1cccc(CNc2n[nH]c3nc(C)cc(C(F)(F)F)c23)c1OC,2.2,-0.1,-7,-22
Cc1ccc2nc(N3CCN(C(=O)C(F)(F)F)CC3)nc(-c3ccccc3)c2c1,-0.5,0.0,1,1
CC(=O)Nc1ccc(Nc2nc(-c3ccccc3)nc3c2ncn3Cc2ccc(C(F)(F)F)cc2)cc1,1.5,0.5,-3,4
Cc1cccc(C)c1NC(=O)CSC1=C(C#N)C(c2ccco2)C2=C(CCCC2=O)N1 (stereo unspecified),-1.1,0.3,14,9
CCC(C(=O)Nc1ccccc1Cl)n1c2ccccc2c2nc(=O)cc(C)n21 (stereo unspecified),0.1,-0.2,-9,6
COc1cccc(C2Nc3ccccc3NC3=C2C(=O)CC(c2ccccc2Cl)C3)c1 (stereo unspecified),0.1,-0.2,2,1

# Looked up above.
# In FBW7 act, O=C(Nc1ccc(Cn2cncn2)cc1)c1cccc(-n2cc(Nc3nccn3-c3ccccc3)cn2)c1 has the entry 0.6
# In FBW7 act, COc1ccccc1OCCSc1nc2ncnc(N)c2[nH]1 has the entry 0.0
# In TEAD-YAP block, Cc1cccc(C)c1NC(=O)CSC1=C(C#N)C(c2ccco2)C2=C(CCCC2=O)N1 (stereo unspecified) has the entry 9
# In TEAD-YAP block, C=CCc1cccc2cc(C(=O)N3CCN(C(=O)c4ccccc4)CC3)c(=O)oc12 has the entry -10
# In MITF primary, O=[N+]([O-])c1cc(S(=O)(=O)N2CCCC2)ccc1N/N=C1/CCCc2ccccc21 has the entry -6
# In FBW7 act, CC1=CC(=O)C(C(C)C)=C/C1=N\OC(=O)c1cccc2nc(C)oc12 has the entry -0.1
# In GPR151 ag, COc1cccc(C2Nc3ccccc3NC3=C2C(=O)CC(c2ccccc2Cl)C3)c1 (stereo unspecified) has the entry 0.1

# (further entries)
SMILES,GPR151 ag,FBW7 act,MITF primary,TEAD-YAP block
Cc1ccc(CNC(=O)c2ccccc2C(=O)NC(C)(C)C(=O)NCc2ccc(C)cc2)cc1,-0.3,0.5,9,4
CCc1cccc(NC(=O)Cn2cccc2)c1,7.6*,-0.1,5,-7
CC(=O)Nc1cccc(C(=O)OCc2ccc([N+](=O)[O-])cc2)c1,-0.3,-0.4,1,7
CCOc1ccccc1NC(=O)Cn1cnc2c(cnn2-c2cccc(Cl)c2)c1=O,-2.1,0.0,11,0
CCCCCc1ccc(C(=O)Oc2ccc(Cl)cc2)cc1,-1.5,0.2,16,1
Cc1ccc(N2CC(CNS(C)(=O)=O)CC2=O)cc1 (stereo unspecified),-0.1,0.0,2,-1
C=CCNc1nc2c(c(=O)[nH]c(=O)n2C)n1CC(O)COC(C)C (stereo unspecified),-0.6,-0.2,0,-6
Cc1ccc(CNC(=O)c2c(C)cc(=O)oc2C)cc1,4.7,0.2,8,1
CCC(OC(=O)c1ccco1)C(=O)NCc1ccccc1 (stereo unspecified),0.1,0.0,25,-5
COc1cc(NC(=O)c2ccccc2Br)ccc1NC(=O)C(C)C,0.2,0.0,-17,-5
CCOC(=O)CNC(=O)c1ccc2c(Cl)c3c(nc2c1)CCCC3,-0.6,0.1,8,-19
CCOc1ccc2nc(SCC(=O)Nc3ccccc3N3CCOCC3)c(C#N)cc2c1,0.3,-0.2,-4,5
Cc1cc(C)c(C(=O)N2CCC3(CC2)CC3C(=O)NCCC2=CCCCC2)[nH]1 (stereo unspecified),-0.9,0.0,1,0
CC1NC2(C(=O)Nc3ccccc32)C2C(=O)N(Cc3ccccc3)C(=O)C12 (stereo unspecified),0.6,0.0,7,3
O=Cc1ccc(-c2ccccc2C(=O)O)o1,-0.5,0.2,9,1
CC(=O)c1cccc(NC(=O)CCCCC(=O)Nc2cccc(C(C)=O)c2)c1,0.1,0.3,16,4
C/C(CC(=O)Nc1ccccc1C(F)(F)F)=N\NC(=O)c1ccccc1F,-0.7,-0.2,-4,-60
Cc1sc2[nH]c(=O)n(CCO)c(=O)c2c1C,-0.3,0.0,8,-7
CCOC(=O)Cn1c(=O)oc2cc(S(=O)(=O)N3CCN(c4ccccn4)CC3)ccc21,-0.1,0.2,-20,-7
Cc1noc(C)c1-c1nc(NCc2cccc(C(F)(F)F)c2)c2ncn(C(C)C)c2n1,-1.2,0.2,14,-17
CC(=O)Nc1ccc(S(=O)(=O)NC(CC(=O)O)C(C)C)cc1 (stereo unspecified),-1.6,0.0,16,2
O=C(O)C1CCCN(c2nn3cc(-c4ccc(F)cc4)nc3s2)C1 (stereo unspecified),-13,0.2,-5,85*
CSc1nnc(-c2ccc(O)cc2)n1C,0.8,0.3,-1,-10
CCN1CCN(C(=O)c2cccc3ccccc23)CC1,0.7,0.1,17,5
CC(=O)c1ccc(N2CCN(C(=O)NC3CC(=O)N(c4ccc(Cl)cc4)C3)CC2)cc1 (stereo unspecified),0.8,-0.2,-14,18
CCN1CCN(C(c2nnnn2Cc2ccccc2)C(C)C)CC1 (stereo unspecified),-0.4,0.1,1,-6
Cc1ccc2nc(NCCc3ccccc3)c(/C=C3\SC(=S)N(C)C3=O)c(=O)n2c1,0.1,0.2,2,0
CCc1cc(=O)oc2cc(OCC(=O)O)c(Cl)cc12,-1.2,0.3,4,6
O=C(CSc1nc2ccccc2s1)NNC1=Nc2cccc3cccc1c23,-1.0,0.1,19,15
Cc1c(C(=O)Oc2ccc3c(c2)OCO3)cccc1[N+](=O)[O-],-1.5,-0.2,7,-3
NC(=O)Cn1nnc(-c2ccccc2NC(=O)c2ccccc2)n1,-0.1,-0.1,-2,9
CCCCCOc1ccc(/C=c2\sc3nc(=O)c(Cc4ccccc4)nn3c2=O)cc1OC,0.4,0.0,16,6
COCc1cc(C)n(CC(=O)Nc2cc(Cl)ccc2OC)c(=O)c1C#N,-1.7,0.3,4,-1
Cc1[nH]c2c(c1C(C#N)=C(C#N)C#N)CCCC2,0.0,-0.6,4,1
CCOC(=O)CN(C)Cc1ccccc1OCC(O)CN(C)C1CCCCC1 (stereo unspecified),-1.1,-0.1,6,1
NC(=O)N/N=C/c1ccc(-c2cccc3ccccc23)o1,-0.5,0.1,11,-1
Cc1ccc(-c2nc3scc(CCNC(=O)C(=O)Nc4ccccc4C#N)n3n2)cc1,1.1,-0.2,0,5
O=C(CSc1nnc(COc2ccccc2)o1)c1ccccc1F,-0.1,-0.1,12,-16
